Assay outcomes as filed in PubChem BioAssay.
ARFGAP1 inh – inhibitors of rat ARFGAP1 | 360,000 tested, 0.26% active | inhibition, % at 16.5 µM | Arfgap1-stimulated ARF1 GTP hydrolysis, GDP FP detection | Q62848;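 active means inhibition above a per-plate limit, mean inhibition of low control wells plus 3 SD, cut at about 25% in these data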;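 further: 0% = DMSO wells with enzyme and 100% = wells lacking Arfgap1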
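System: truncated rat Arfgap1 GAP domain / Medium: HEPES-based buffer, pH 7.5 / Also added: N-terminally truncated human ARF1-GTP substrate / Incubation: enzyme reaction 120 min at 25 °C after 20 min preincubation / Measured by: FP of antibody-bound GDP Alexa 633 tracer, ex 620/em 688 nm / Replicates: singlicate, each compound tested once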
ASAP1 inh – ASAP1 ArfGAP inhibition; ASAP1-stimulated ARF1 GTP hydrolysis, GDP FP detection; inhibition, % at 16.5 µM; 360,000 tested, 0.19% active; in the data active means inhibition above about 25%;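 further: 0% = vehicle with enzyme and substrate and 100% = no enzyme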
NR1D1 modulator – modulators of human Rev-erb alpha DNA binding | P20393 | AID 1259318 | Rev-erbα–FITC-DNA binding, fluorescence polarization, 90 min | 370,000 tested, 0.79% active | activity, % at 10 µM;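 active means activity above about 14%, limit read from the data; passing the limit was not always enough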;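 further: 0% = DMSO wells with 35 nM protein and 100% = DMSO wells with 750 nM protein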
sPLA2-III inh – Blocks human group III sPLA2 activity | Q9NZ20 | QFRET BODIPY PC-A2 liposome hydrolysis, fluorescence | inhibition, % at 12.2 µM | 370,000 tested, 0.56% active;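 active means inhibition above mean plus 3 SD of compounds lying within the high and low control bounds, cut at about 19% in these data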;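 further: 0% = median of test compound wells and 100% = no enzyme DMSO wells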
PLCg1 inh – PLC-gamma1 (human) inhibition, primary screen | purified PLC-gamma1, fluorogenic substrate, fluorescence | P19174 | 370,000 tested, 0.84% active | inhibition, % at 12.2 µM; in the data active means inhibition above about 9.5%
Target sequence (P19174 whole entry, looked up): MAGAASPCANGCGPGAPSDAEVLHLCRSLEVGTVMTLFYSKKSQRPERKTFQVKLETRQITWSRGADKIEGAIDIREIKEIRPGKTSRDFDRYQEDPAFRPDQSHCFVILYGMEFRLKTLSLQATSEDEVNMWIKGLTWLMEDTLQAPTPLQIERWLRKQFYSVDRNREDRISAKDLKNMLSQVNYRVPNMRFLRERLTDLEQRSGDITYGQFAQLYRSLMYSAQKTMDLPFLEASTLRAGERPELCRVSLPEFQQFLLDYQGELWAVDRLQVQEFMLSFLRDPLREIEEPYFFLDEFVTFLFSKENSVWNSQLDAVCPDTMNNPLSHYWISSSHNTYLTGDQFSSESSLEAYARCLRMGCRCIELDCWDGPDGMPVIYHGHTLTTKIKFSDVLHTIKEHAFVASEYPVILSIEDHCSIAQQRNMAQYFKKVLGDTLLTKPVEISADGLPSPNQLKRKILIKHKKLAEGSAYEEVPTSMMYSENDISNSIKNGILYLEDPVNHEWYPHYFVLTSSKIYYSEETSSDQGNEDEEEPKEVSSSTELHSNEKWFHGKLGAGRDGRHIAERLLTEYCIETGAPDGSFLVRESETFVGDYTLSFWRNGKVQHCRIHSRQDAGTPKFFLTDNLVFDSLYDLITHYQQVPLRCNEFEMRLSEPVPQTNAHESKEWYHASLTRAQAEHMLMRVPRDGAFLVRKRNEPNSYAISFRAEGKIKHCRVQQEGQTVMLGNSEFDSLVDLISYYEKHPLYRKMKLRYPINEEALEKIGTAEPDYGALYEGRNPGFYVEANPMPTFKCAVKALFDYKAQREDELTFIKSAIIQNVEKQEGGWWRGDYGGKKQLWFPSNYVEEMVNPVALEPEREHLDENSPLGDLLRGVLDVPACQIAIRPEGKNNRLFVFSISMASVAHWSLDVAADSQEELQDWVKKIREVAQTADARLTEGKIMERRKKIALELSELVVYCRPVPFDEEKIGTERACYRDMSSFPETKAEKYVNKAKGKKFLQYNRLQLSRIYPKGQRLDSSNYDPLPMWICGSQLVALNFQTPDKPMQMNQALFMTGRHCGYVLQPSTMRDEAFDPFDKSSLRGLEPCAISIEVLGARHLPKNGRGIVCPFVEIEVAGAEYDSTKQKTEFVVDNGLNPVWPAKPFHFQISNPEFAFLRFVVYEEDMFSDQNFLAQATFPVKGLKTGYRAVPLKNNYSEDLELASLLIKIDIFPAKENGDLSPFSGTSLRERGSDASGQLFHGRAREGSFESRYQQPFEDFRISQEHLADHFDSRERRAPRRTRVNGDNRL
KLK7 zymogen act – activates the human kallikrein-7 zymogen | P49862 | purified proKLK7, EDANS-DABCYL substrate fluorescence; 100% is mature enzyme control, 0% vehicle | activation, % at 7 µM | 370,000 tested, 0.9% active | AID 652039;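 active means activation above the mean of all tested compounds plus 3 SD, computed per campaign excluding outliers beyond control limits, cut at about 13% in these data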
Tn7 DDE FP – inhibitors of Tn7 peptide binding to human fibrin DD(E); 370,000 tested, 0.13% active; FP displacement of FITC-Tn7 peptide from fibrin DD(E); 0% = median of compound wells per plate; P02675; inhibition, % at 8.3 µM;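 active means inhibition above the mean of compounds falling within the control limits plus 3 SD of them, cut at about 14% in these data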;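 further: 0% = plate median of compound wells and 100% = 10 µM Aha-Tn7 peptide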
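Test system: human clot-derived fibrin DD(E) complex / Quantity: 2 µM final DD(E) protein / Incubation: 10 min plus 3 h, room temperature / Measured by: fluorescence polarization / Benchmarks: high control of 10 µM Aha-Tn7 peptide / Replicates: singlicate testing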
PLCb3 inh – blocks human PLC-beta3 enzyme activity. Q01970. Purified PLC-beta3, fluorogenic substrate, fluorescence. inhibition, % at 12.2 µM. 370,000 tested, 0.18% active. AID 720704; in the data active means inhibition above about 11%;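 further: 0% = median of compound wells on plate and 100% = full blocker control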
UHRF1 MBD2 ctr – blocks human UHRF1 binding to methylated DNA; Q96T88; UHRF1 binding to methylated oligo, TR-FRET; inhibition, % at 4.4 µM; 370,000 tested, 0.75% active; AID 687016; in the data active means inhibition above about 21%;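 further: UHRF1 SRA domain binding a hemimethylated CpG hairpin DNA probe; 0% = median of test compound wells and 100% = reference inhibitor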
Tn6 DDE FP – disrupts Tn6 cyclic peptide binding to fibrin D-Dimer-E complex | P02675 | AID 720509 | Fibrin DD(E) TRITC-Tn6 fluorescence polarization displacement | 370,000 tested, 0.21% active | inhibition, % at 8.3 µM;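 active means inhibition above a per-campaign cutoff: mean of compounds within control limits plus 3 SD, cut at about 15% in these data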;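 further: 0% = median of all compound wells on the plate and 100% = blocking peptide control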
The depositor's hits bear a star; nt = no result given; + = active, no number.

Sample of the layout:
SMILES | ARFGAP1 inh | ASAP1 inh | NR1D1 modulator | sPLA2-III inh | PLCg1 inh | KLK7 zymogen act | Tn7 DDE FP | PLCb3 inh | UHRF1 MBD2 ctr | Tn6 DDE FP
O=C(NN=Cc1ccc(N(CCCl)CCCl)cc1Cl)c1cccnc1 | 12 | -2 | 4 | 1 | -114 | -0.2 | 3 | -180 | 1 | -3
CN1C2CCC1CC(OC(=O)c1cccc(O)c1)C2 (stereo not drawn) | 5 | 10 | 0 | 8 | 5 | -0.1 | -6 | 6 | 2 | -1
O=C1NC(=O)C(CCc2ccccn2)(Cc2cccc(Cl)c2Cl)C(=O)N1c1ccc(Br)cc1 (stereo not drawn) | -2 | 3 | 3 | -12 | 2 | 0.3 | -6 | 1 | 0 | 3
CCOCCCNC(=O)C1c2cc(OC)c(OC)cc2C(=O)N2CCCCC12 (stereo not drawn) | -2 | -8 | 3 | 17 | -1 | 0.5 | 4 | 0 | 4 | 0
COc1cc(OC)c([C@H]2C=C(C)[C@H]3C[C@@H]2C3(C)C)c(OC)c1 | 8 | 1 | 5 | -6 | 2 | -0.3 | -9 | -4 | -1 | 0

The listing, from the start:
SMILES | ARFGAP1 inh | ASAP1 inh | NR1D1 modulator | sPLA2-III inh | PLCg1 inh | KLK7 zymogen act | Tn7 DDE FP | PLCb3 inh | UHRF1 MBD2 ctr | Tn6 DDE FP
O=C(NN=Cc1ccc(N(CCCl)CCCl)cc1Cl)c1cccnc1 | 12 | -2 | 4 | 1 | -114 | -0.2 | 3 | -180 | 1 | -3
CN1C2CCC1CC(OC(=O)c1cccc(O)c1)C2 (stereo not drawn) | 5 | 10 | 0 | 8 | 5 | -0.1 | -6 | 6 | 2 | -1
O=C1NC(=O)C(CCc2ccccn2)(Cc2cccc(Cl)c2Cl)C(=O)N1c1ccc(Br)cc1 (stereo not drawn) | -2 | 3 | 3 | -12 | 2 | 0.3 | -6 | 1 | 0 | 3
CCOCCCNC(=O)C1c2cc(OC)c(OC)cc2C(=O)N2CCCCC12 (stereo not drawn) | -2 | -8 | 3 | 17 | -1 | 0.5 | 4 | 0 | 4 | 0
COc1cc(OC)c([C@H]2C=C(C)[C@H]3C[C@@H]2C3(C)C)c(OC)c1 | 8 | 1 | 5 | -6 | 2 | -0.3 | -9 | -4 | -1 | 0
CCCCn1c(O)c(C(C)=NC(Cc2c[nH]c3ccccc23)C(=O)OC)c(=O)[nH]c1=O (stereo not drawn) | 1 | 7 | 4 | -33 | -2 | -0.2 | -2 | -1 | 0 | 5
NS(=O)(=O)c1cccc(N2CCNCC2)c1 | -6 | -3 | 2 | 4 | 4 | 0.0 | 5 | -2 | 1 | 1
COc1ccc(CN2Cc3cnnn3-c3ccccc3C2c2ccccc2)cc1 (stereo not drawn) | -8 | 0 | 8 | 2 | 1 | 0.0 | -8 | -1 | 2 | -4
O=C(CSC1c2ccccc2-c2ccccc21)N/N=C/c1ccccc1O | -14 | -7 | -4 | -27 | -23 | -4.0 | 1 | -34 | -6 | -1
O=C(Cc1ccccc1F)N1CCN(CC(=O)N2CCCC2)CC1 | 1 | 8 | -3 | -6 | -1 | 0.1 | -3 | 0 | 17 | 2
COCCOC(=O)C1=C(N)Oc2c(c(=O)oc3ccccc23)C1c1ccncc1 (stereo not drawn) | -9 | 6 | 0 | -6 | -3 | -0.2 | -5 | -3 | -2 | -3
Cc1ccc(Cn2cc(C=O)c(-c3ccc(C)cc3)n2)cc1 | 5 | 7 | -4 | 0 | 0 | 0.1 | 3 | -3 | 0 | 2
CC(=O)O[C@@H]1[C@H]2CC[C@@H]3[C@]1(C[C@@H](OC(C)=O)[C@@]1(O)C([C@@H]4O[C@@H]4C1(C)C)[C@]3(C)O)C[C@@]2(C)O (stereo partly drawn) | 13 | 15 | 3 | 4 | -1 | -0.5 | -4 | 1 | -2 | 8
COc1ccc(CN2C(=O)NC(=O)/C(=C/c3ccc([N+](=O)[O-])s3)C2=O)cc1 | -10 | -11 | -16 | -13 | -34 | -0.3 | 2 | -54 | 1 | -13
CC(=O)N1CC(=O)Nc2ccc(Cl)cc2C1c1ccccc1 (stereo not drawn) | 3 | 1 | -1 | -3 | 1 | 0.3 | 1 | -3 | -1 | 3
Cc1ccc(O)c(C(=O)c2cc(C(=O)NCc3ccccc3)c(=O)n(Cc3ccccc3)c2)c1 | 4 | 8 | -12 | -3 | -4 | -0.1 | -4 | -5 | -1 | 2
CC(C)(C)n1nnnc1C1CN=C(c2ccccc2)c2ccccc2N1 (stereo not drawn) | nt | nt | -1 | 1 | -1 | -0.7 | -7 | -1 | -1 | -5
CCN1CCOC(c2ccccc2)C1 (stereo not drawn) | 3 | 2 | -1 | -1 | 0 | -0.3 | -1 | -12 | 0 | 4
CCCCN1C(=O)NC(=O)C2(Cc3cc(C)ccc3N(C)C2)C1=O (stereo not drawn) | -5 | -5 | 2 | 8 | -3 | -0.6 | 4 | -5 | 0 | -9
CCCCn1c(=O)c(C(=O)NCc2ccncc2)c(O)c2ccccc21 | 4 | 18 | 1 | 0 | 0 | -0.5 | -1 | -2 | -1 | 1
O=c1[nH]c(=O)n(Cc2ccco2)c(O)c1C=NCCN1CCNCC1 | -11 | 1 | -2 | -8 | 2 | 0.0 | -6 | -5 | -3 | 2
COc1ccc(CN2CCN(Cc3ccccc3F)CC2)cc1 | 19 | -7 | -5 | -2 | 1 | 0.3 | -1 | 1 | -1 | -2
CCOC(=O)CSCCOc1ccc(C=C2C(=O)NC(=O)NC2=O)cc1OC | -12 | 7 | 4 | 1 | -7 | 0.1 | 1 | -11 | -6 | 5
CCCC(C)C1C(C#N)=C(N)Oc2c1c(=O)oc1ccccc21 (stereo not drawn) | -15 | 0 | -4 | -5 | -7 | 0.1 | 1 | -8 | -1 | -4
CCCSP1(=S)NCCCO1 (stereo not drawn) | 8 | -4 | 1 | 9 | -1 | 0.9 | 4 | 5 | 3 | -5
c1ccc(C(CN2CCCCC2)c2ccccc2)cc1 | 5 | -4 | -5 | -2 | -1 | -0.1 | 7 | 0 | 16 | -11
S=C(NCCc1ccccc1)NCCc1cnc[nH]1 | -1 | 8 | -4 | 2 | 0 | 0.2 | -3 | -3 | -1 | 5
CC(=NCCN1CCCCC1)c1c(O)n(-c2ccccc2)c(=O)[nH]c1=O | 1 | -13 | 1 | 3 | 1 | -0.4 | 0 | -6 | 5 | -2
N#CCCn1cc(C(=O)Nc2ccc([N+](=O)[O-])cc2)c(-c2ccc3c(c2)OCCO3)n1 | 7 | 0 | 1 | -10 | 4 | 0.4 | 3 | 1 | -3 | 0
CCC(=O)OC(Cc1ccccc1)(c1ccccc1)C(C)CN(C)C (stereo not drawn) | 10 | 9 | -5 | 5 | -3 | -0.8 | 1 | -9 | 2 | -1
O=C(CN1CCOCC1)c1cccc2ccccc12 | -7 | -16 | 7 | 0 | -2 | -1.2 | 10 | -5 | 2 | 11
C/C(=N\Nc1ccccc1)c1c(O)n(-c2ccccc2)c(=O)[nH]c1=O | 8 | -19 | 2 | -4 | -6 | 0.0 | -2 | -14 | 2 | -5
Cc1cccc(C)c1-n1nnnc1C(c1ccnc2ccccc12)N1CCC2(CC1)C(=O)NCN2c1ccccc1 (stereo not drawn) | 3 | -9 | 1 | -3 | 0 | 0.9 | -1 | 3 | -2 | -2
CCC(=NCc1ccco1)c1c(O)n(-c2ccccc2)c(=O)[nH]c1=O | -5 | -23 | 0 | 7 | -1 | -0.3 | -2 | 1 | 0 | -2
CC(C)n1nnnc1CN1CCN(C)CC1 | -6 | 1 | 1 | 2 | 3 | 0.6 | 0 | 0 | 1 | 7
COC(=O)C1=C(c2cccc(OCc3ccccc3)c2)C[C@@H]2CC[C@H]1N2C(=O)NCCOc1ccc(OC)cc1 | 10 | 10 | -1 | -14 | 9 | 1.0 | -3 | 10 | 0 | -10
N#CCC[C@@H]1CC[C@]2(CCCN(Cc3ccccn3)C2)O1 | nt | nt | 5 | 0 | -3 | 0.4 | -5 | -2 | 5 | -3
CC(C)C[C@H]1COc2cc(N3CCN(C)CC3)ccc2S(=O)(=O)N1 | 5 | 9 | -1 | 11 | 3 | -0.2 | 3 | -1 | 6 | -4
Oc1ccc2c3c1OC1c4[nH]c5ccccc5c4C[C@@]4(O)C(C2)N(CC2CC2)CC[C@]314 (stereo partly drawn) | 6 | -1 | -4 | -71 | 1 | -0.5 | 3 | -3 | 2 | -5
Cc1cccc(C#N)c1 | -14 | -12 | 1 | -5 | 2 | 0.0 | -8 | 2 | -1 | 4
CCCc1nnc(NC(=O)CCC(=O)N2CCC3(CC2)OCCO3)s1 | -8 | -4 | -2 | 1 | 1 | 0.2 | 6 | -7 | 1 | -4
CCN1CCN(c2ccc([N+](=O)[O-])cc2C#N)CC1 | -7 | -9 | -3 | 1 | -2 | 0.0 | -4 | -1 | -2 | 2
CC(=O)Nc1ccc(OCCF)cc1 | 3 | -5 | -1 | 7 | 3 | -0.2 | 7 | 3 | 4 | 0
CC(C)Cc1nnc(NC(=O)CCC(=O)N2CCN(CCOC(c3ccccc3)c3ccccc3)CC2)s1 | 3 | 2 | -1 | -22 | -2 | -0.6 | -7 | 1 | 1 | -3
COC(=O)CC1=C(C(=O)OC)C2(C(=O)N(C)c3ccccc32)C(C#N)=C(N)O1 (stereo not drawn) | -4 | 0 | -3 | -4 | -2 | -0.2 | 4 | 0 | 0 | 7
CC(C)C(=O)N1CCN(CCN=Cc2c(O)n(C)c(=O)n(C)c2=O)CC1 | -20 | 4 | 10 | 10 | 11* | -0.1 | -13 | 4 | 3 | -5
C[n+]1c(-c2ccccc2)sc2ccccc21 | -3 | 15 | -1 | -9 | 1 | 0.5 | 10 | -3 | -1 | 6
CSCCC(c1nnnn1-c1ccc2c(c1)OCCO2)N1CCC(n2c(=O)[nH]c3ccccc32)CC1 (stereo not drawn) | 17 | 13 | 1 | -14 | -5 | 0.6 | -2 | -6 | 4 | 9
O=C(NC(Cc1ccccc1)C(=O)N1CCC2(CC1)OCCO2)C1CCCCC1 (stereo not drawn) | 3 | -17 | -3 | 6 | 1 | 0.1 | -2 | -1 | 1 | -2
CC(=O)N(C1=NCCCS1)c1ccc(Cl)cc1 | 10 | 2 | 4 | 4 | 2 | 0.3 | 1 | -3 | 0 | -4
CNc1ccc2nc3ccccc3[n+](C)c2c1 | 8 | -1 | -3 | 4 | -6 | 0.9 | -1 | -12 | -15 | +
CCOc1ccc(NC2=NCCCS2)cc1 | 2 | -10 | 7 | 6 | 0 | 0.1 | -5 | -5 | 3 | -2
Cc1ccc(N=Cc2c(O)n(-c3ccc(C)cc3)c(=O)[nH]c2=O)cc1 | 5 | 7 | 3 | -1 | -2 | -0.3 | 5 | -5 | -1 | 4

A portion of the library; count on the stated rates, not on these rows.
